HEK293 viab = GF-AFC viability counterscreen for inhibitors of alpha-synuclein gene (SNCA) expression | HEK-293-SNCA-luc viability, GF-AFC fluorescence, 24 h | Potency, µM (series often up to 57.1 µM), for inactives: at the highest dose activity change, negative = cytotoxicity, hits mostly cytotoxic | 150,000 tested, 0.12% active | AID 1671193, 2021;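 also: potency is read from the fitted curve at half-maximal effect; 0% = DMSO-treated cells and -100% = medium-only wells without cells; nearly all actives have a fitted effect of over 30% in size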
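HEK-293-SNCA-luc cells (1500/well) plated 24 h, then exposed 24 h to a dilution series; GF-AFC added 30 min at 37C, fluorescence 405/540 nm; normalised to medium-only and DMSO wells, Hill fit.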
HEK cytotox = Cytotoxic Profiling in HEK 293 Cell Line of Diverse Libraries Using Quantitative High-Throughput Screening | 94,000 tested, 6.6% active | AID 1345083, 2018 | Potency, µM (highest dose often 115 µM), without a hit: at the top dose activity change, negative = cytotoxicity, actives largely listed as inhibitors | HEK 293 viability, ATP luminescence (CellTiter-Glo), 48-72 h; also: potency is read from the fitted curve at half-maximal effect; nearly all actives have a fitted effect of over 60% in size
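CellTiter-Glo luminescence (cellular ATP) was read after 48 or 72 hr of compound exposure at 37 degree Celsius. Cells were HEK 293 plated at 250 cells/well.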
GPT2 inh = Primary qHTS assay for inhibitors of Glutamate pyruvate transaminase 2 (GPT2); Alanine aminotransferase 2 (Homo sapiens), Q8TD30; Recombinant GPT2, coupled pyruvate oxidase/HRP Amplex Red fluorescence; Potency, µM (highest dose often 57.7 µM), inactives show top-dose activity change, negative = inhibition, hits mostly inhibitors; 100,000 tested, 0.25% active; also: potency is read from the fitted curve at half-maximal effect; nearly all actives have a fitted effect of over 60% in size; many of its hits are not listed in these tables
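GPT2 10ng/uL, a-KG 250uM, L-Ala 2mM, HEPES pH7.5 + 0.0001% Tween; 30 min RT. Then Amplex mix (PO/HRP/ThPP), 30 min RT dark, fluorescence. AOA 50uM used as positive control.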
SNCA expr inh = Primary qHTS assay for inhibitors of alpha-synuclein gene (SNCA) expression. HEK-293 SNCA-luciferase knock-in, luminescence, 24 h. Potency, µM (titrated, usually from 57.2 µM), inactives show top-dose activity change, negative = inhibition, most hits filed as inhibitors. 140,000 tested, 0.17% active. AID 1671194, 2021;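 also: potency is read from the fitted curve at half-maximal effect; plate controls were DMSO cells for no effect and cell-free wells for full effect; nearly all actives have a fitted effect of over 45% in size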
IP6K1 inhibitor = Primary qHTS assay for small molecule inhibitors of Inositol hexaphosphate kinase 1 (IP6K1) | IP6K1 kinase, ADP-Glo luminescence, 2 h; stronger effect = lower value | 140,000 tested, 0.81% active | activity change, % (series mostly up to about 58 µM) | Inositol hexakisphosphate kinase 1 (Homo sapiens), Q92551; in the data active = activity change below about -25%
Target sequence (Q92551 whole entry, looked up): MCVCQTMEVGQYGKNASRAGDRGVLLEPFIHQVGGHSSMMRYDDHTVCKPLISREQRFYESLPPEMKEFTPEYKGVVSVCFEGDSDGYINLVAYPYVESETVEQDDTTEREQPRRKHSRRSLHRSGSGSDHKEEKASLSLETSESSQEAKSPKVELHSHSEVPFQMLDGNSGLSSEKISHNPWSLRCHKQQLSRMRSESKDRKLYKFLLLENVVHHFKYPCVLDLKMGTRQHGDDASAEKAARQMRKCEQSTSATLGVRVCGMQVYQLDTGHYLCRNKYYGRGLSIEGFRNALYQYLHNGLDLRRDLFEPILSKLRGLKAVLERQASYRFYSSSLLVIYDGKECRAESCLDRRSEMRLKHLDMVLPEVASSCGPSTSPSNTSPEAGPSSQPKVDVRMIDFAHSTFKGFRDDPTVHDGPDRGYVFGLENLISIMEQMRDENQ
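ADP-Glo luminescence measures ADP made by human IP6K1 during a 2 h RT reaction with ATP/IP6 (mix at 1.3 mM/130 uM); top library doses 57.5 and 19.1 uM final.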
Luciferase inh = Firefly luciferase inhibition profiling of diverse chemical library using quantitative high-throughput screening. Luciferin 4-monooxygenase (Photinus pyralis), P08659. 76,000 tested, 2.5% active. purified P. pyralis luciferase, luminescence, biochemical. AID 1347043, 2019. Potency, µM (highest dose often 115 µM), for the others: at the top dose activity change, negative = inhibition, usual class: inhibitors; also: potency is read from the fitted curve at half-maximal effect; nearly all actives have a fitted effect of over 65% in size
Target sequence (P08659 whole entry, looked up): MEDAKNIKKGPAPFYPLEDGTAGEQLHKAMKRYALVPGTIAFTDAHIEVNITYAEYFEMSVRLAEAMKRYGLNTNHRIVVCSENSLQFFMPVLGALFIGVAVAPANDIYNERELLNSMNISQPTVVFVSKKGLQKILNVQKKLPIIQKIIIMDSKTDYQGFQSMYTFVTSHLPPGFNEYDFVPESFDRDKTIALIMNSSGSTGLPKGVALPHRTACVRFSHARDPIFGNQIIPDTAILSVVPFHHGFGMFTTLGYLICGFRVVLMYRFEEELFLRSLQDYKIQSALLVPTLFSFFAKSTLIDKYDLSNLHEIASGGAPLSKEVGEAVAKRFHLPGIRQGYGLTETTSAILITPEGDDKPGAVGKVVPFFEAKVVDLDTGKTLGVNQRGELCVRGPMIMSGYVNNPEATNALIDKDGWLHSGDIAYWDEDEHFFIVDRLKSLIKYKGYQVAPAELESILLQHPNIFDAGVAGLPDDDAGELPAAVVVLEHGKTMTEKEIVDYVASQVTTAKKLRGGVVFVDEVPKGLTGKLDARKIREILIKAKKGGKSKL
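Purified P. pyralis luciferase (10nM final) in 50mM Tris acetate pH 7.5, 10mM Mg acetate, 0.01% Tween-20, 0.05% BSA with 10uM D-luciferin and 10uM ATP. Compounds titrated qHTS. Luminescence imaged on CCD.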
3T3 cytotox = Cytotoxic Profiling in NIH 3T3 Cell Line of Diverse Libraries Using Quantitative High-Throughput Screening. NIH 3T3 viability, CellTiter-Glo ATP luminescence, 48-72 h. 94,000 tested, 4.3% active. Potency, µM (highest dose often 96.7 µM), without a hit: at the top dose activity change, negative = cytotoxicity, usual class: inhibitors; also: potency is read from the fitted curve at half-maximal effect; nearly all actives have a fitted effect of over 55% in size
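Cytotoxicity is measured as loss of cellular ATP: NIH 3T3 cells (400/well) are exposed to compound for 48 or 72 hr at 37 °C, then CellTiter-Glo luminescence is imaged after 10 min at room temperature.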
* hit, by the source's call; i = inactive; u = inconclusive; x = not tested or not shown; & = joins results of further samples; [ ] = remark or other dose. Unless noted, calls follow the shape of the dose curve; as a rule, active = well fitted curve in the direction sought with a large enough effect; inconclusive = small, poorly fitted or top-dose-only effect, or another doubt; inactive = no such curve, though single readings can be large; an effect the other way counts as inactive or inconclusive. Unless noted, % is scaled to controls: 0 for no effect and ±100 for the full control effect. An excerpt (hit frequency here may not be typical).

structure | 3T3 cytotox | Luciferase inh | GPT2 inh | SNCA expr inh | HEK293 viab | HEK cytotox | IP6K1 inhibitor
COc1cccc(S(=O)(=O)N2CCCCC2c2n[nH]c(C)n2)c1 (stereo not given) | i | 2.0% | -5.9% | 11.9% | 5.8% | 6.4% | 0.2
COc1cc(OC)cc(C(=O)Nc2ccccc2-c2nc3ccccc3s2)c1 | x | x | x | 12.1% | 7.7% | x | 8.8
COc1cc(OC)cc(C(=O)Nc2ccc3nc(Nc4cccc(C(F)(F)F)c4)cc(C)c3c2)c1 | x | x | x | u | -16.0% | x | 9.5
CC(=O)N1CCOC2(CCN(C(=O)c3ccc(Cl)cc3)CC2)C1 | -10.9% | x | -1.3% | -0.8% | -1.2% | -11.6% | -19.2
COc1ncccc1CN1CC[C@@H]2OCC(=O)N(Cc3ccccc3)[C@H]2CC1 | 100µM* | 7.4%[172 µM] | -7.2%[88.5 µM] | 22.8%[87.6 µM] | -10.2%[87.6 µM] | 112µM* | 25.4
Cc1ccc([S+](=O)([O-])N2CCC(N3CCCNC3=O)CC2)cc1 | -3.8% | 0.3% | i | 4.3% | 7.3% | 0.1% | -0.5&21.6
Cc1cccc(Cl)c1NC(=O)CN1C(=O)NC2(CCC(C(C)(C)C)CC2)C1=O (stereo not given) | i | 1.4% | i | 4.9% | -7.9% | 9.5% | -10.5
COc1ccc(-c2nc(C)nc3c2CCN([S+](=O)([O-])c2c(C)noc2C)CC3)cc1 | u | -1.4% | i | -15.6% | 2.1% | u | -4.4
O=C1CCC2(CNC(=O)NCCc3ccccc3)CCCC=C2N1 (stereo not given) | -11.9% | x | i | 30.6%[activator] | -15.6% | -12.0% | -4.2
CCCCn1nc(C2CCOCC2)nc1CCC(=O)N(C)C | -7.8% | -2.1% | i | u | 5.7% | -5.6% | 1.0
Cc1cc(C)cc(C(=O)NC2CCN(c3cnn(CC4CC4)c(=O)c3)CC2)c1 | -17.1% | 1.2% | -10.4% | 10.8% | -4.9% | -18.8% | 43.0
CN(C)c1nc2c(c(=O)[nH]1)CCN(Cc1cccc(Cl)c1)CC2 | -27.7% | -0.7% | 0.9% | -5.6% | 1.8% | u | 0.0
CCc1ccc(CNC(=O)c2ccc(-n3c(C)cc4c3CCC(C)C4)cc2)cc1 (stereo not given) | x | x | x | u | -12.9% | x | 0.7
N[C@@H](Cn1ccc(=O)c(O)c1)C(=O)O | x | x | i | 6.7% | 2.5% | x | 11.3
COc1ccc(OC)c(NC(=O)Cn2c(-c3ccccc3)nc(C)cc2=O)c1 | i | 8.6% | i | 6.4% | -0.6% | 5.1% | -11.1
CCc1ccccc1NC(=O)Cn1nnc(C(=O)NCc2cccc(OC)c2)c1N | x | x | x | -6.8% | -3.5% | x | -3.0
O=C(O)C1=NOC2CN([S+](=O)([O-])C3CCCC3)CC12 (stereo not given) | -12.3%[138 µM] | x | -26.8%[88.5 µM] | -7.4%[87.6 µM] | 9.4%[87.6 µM] | -6.4%[172 µM] | 7.4
Cc1cccc(CS(=O)(=O)Cc2ccc(C(=O)NCc3ccc(F)cc3)o2)c1 | x | x | x | -10.1% | -4.8% | x | 9.3
COc1ccc2c(c1)CCc1sc(NC(=O)c3ccc(Cl)cc3)nc1-2 | x | x | x | u | -1.7% | x | -7.0
CC(C)CNc1nc(NC(C)(C)C)nc(Oc2ccc(=O)n(-c3ccccc3)n2)n1 | x | x | x | u | -7.8% | x | -9.3
CCOc1ccc(CCNC(=O)c2cc3c(s2)-c2c(C)cccc2OC3)cc1 | x | x | x | -4.8% | 18.0% | x | 2.4
CS(=O)(=O)c1ccc(C(=O)Nc2ccc(Cl)c(-c3ccccn3)c2)c(Cl)c1 | x | x | -1.0%&2.3% | -3.4% | 4.8%&-0.1% | x | -3.9
CCOc1ccc2c(c1)c(=O)c(S(=O)(=O)c1ccc(F)cc1)cn2CC(=O)Nc1ccccc1C | x | x | x | -0.9% | -4.5% | x | 10.0
CCOCCCNC(=O)c1ccc(Cn2c(=O)c3cccn3c3cccnc32)cc1 | x | x | x | -13.5% | -0.7% | x | 31.0
COc1ccc(C(=O)N2CCN(C(=O)c3nc4cccnc4n(Cc4ccccc4OC)c3=O)CC2)cc1 | -19.9% | x | i | -0.9% | -0.6% | -29.3% | 7.6
CCOC(=O)c1c(S(=O)(=O)N2CCC(C(=O)N3CCN(c4ccccc4F)CC3)CC2)c(C)n(C)c1C | x | x | x | -7.3% | 11.2% | x | 5.6
CCC(C)NC(=O)NCCc1noc(-c2ccncc2)n1 (stereo not given) | -9.3% | -9.7% | i | -12.9% | -6.9%[12.5 µM] | -16.2% | 12.2
CCCc1noc(CN2C(=O)NC(c3ccccc3OC)C3=C2COC3=O)n1 (stereo not given) | 4.8% | -2.3% | i | -18.0% | 11.0% | 2.8% | 3.3
COC(=O)c1cc(C#N)c(N2CC[C@H](CO)[C@@H](O)C2)nc1C | -10.1% | 1.2% | -8.9% | 5.8% | -4.0% | -0.3% | 7.2
CN(C(=O)COc1ccc(F)cc1)C1CCc2nn(CC3CC3)c(=O)n2CC1 (stereo not given) | -22.1% | 2.7% | i | 8.8% | -5.4% | -6.2% | 4.2
Cc1ccccc1-c1nc(CN2CCC(C(=O)NCc3ccc(F)cc3)CC2)c(C)o1 | x | x | x | -6.1% | 2.0% | x | 29.9
O=C(O)c1ccccc1NC(=O)N1c2ccccc2Sc2ccccc21 | x | x | x | 10.2% | 2.9% | x | -8.6
OCCOCCn1cnc(-c2ccccc2)c1COCc1ccccc1 | -21.0% | 0.5% | i | 2.9% | -5.3% | -3.5% | 17.8
Cc1cccc(CC(=O)N2CCC(Cc3nc(C4CCOCC4)no3)CC2)c1 | -7.0% | -5.0% | -7.3% | 6.1% | 0.9% | u | 0.2
O=S(=O)(O)c1ccc(-c2ncc[nH]2)cc1 | -3.0%[138 µM] | x | i | 2.1%[87.6 µM] | -2.3%[87.6 µM] | i | 17.4
N#Cc1ccc(CN2CCC3(CC2)NCc2ccccc2NC3=O)cc1 | -10.3% | x | 0.5% | -9.2% | 1.4% | u | 0.7
Cc1noc(C)c1[S+](=O)([O-])N1CCC(N2CCCOC2=O)CC1 | -7.6%[138 µM] | 0.0%[172 µM] | 3.3%[88.5 µM] | 4.0%[87.6 µM] | -5.0%[87.6 µM] | 0.7%[172 µM] | 0.0
O=c1c(S(=O)(=O)c2ccccc2)cn(Cc2ccccc2)c2cc(N3CCCC3)c(F)cc12 | x | x | x | 23.1% | 8.5% | x | 10.9
COc1cc(C)c(CN2CCN3C(=O)CNC(=O)C3C2)cc1C(C)C (stereo not given) | -22.0% | 0.0% | 4.6% | -3.1% | 2.5% | -23.9% | -2.4
COc1ccccc1Nc1ccnc(N2CCC(C(=O)NCc3ccc(F)cc3)CC2)n1 | u | x | -4.6% | 3.1% | -2.2% | u | 10.2
CN1CCC([C@@H]2CN(S(=O)(=O)c3ccc4c(c3)CCC4)C[C@H]2C(N)=O)CC1 | 0.5% | 9.5% | i | 6.9% | -1.8%[12.5 µM] | -9.8% | 10.1
O=C1Nc2ccccc2CC12CN(Cc1cscn1)C2 | 0.7%[138 µM] | x | -8.4%[88.5 µM] | -9.8%[87.6 µM] | -10.8%[87.6 µM] | -4.3%[172 µM] | 12.3
N#CC1CCN(C(=O)C2CN(c3ccccc3)C(=O)N2)CC1 (stereo not given) | -3.8%[138 µM] | 2.4%[172 µM] | i | -1.1%[87.6 µM] | -8.3%[87.6 µM] | 1.8%[172 µM] | 6.7
O[C@@H]1C[C@@H](c2nc(-c3ccc4c(c3)OCO4)no2)N(Cc2ccc(-c3ccccn3)cc2)C1 | u | u | i | 107.5%[activator] | 3.7% | u | 8.5
COc1cccc(CNC(=O)C2CCN(C(=O)c3nnn4c3COC(c3ccc(C)cc3)C4)CC2)c1 (stereo not given) | -5.4% | u | i | 15.2% | 11.1% | -23.2% | -10.1
COc1ccc(-c2ccc3nc(-c4cc(C)cc(C)c4)oc3c2)c(OC)c1OC | -23.2% | -9.3% | -4.6% | 1.9% | -0.2% | u | 9.7
CCC(c1cccs1)N1C(=O)[C@H]2CN(S(=O)(=O)c3cccc(Cl)c3)C[C@H]2C1=O (stereo not given in full) | -22.6% | 5.4% | i | -18.4% | 3.3% | -15.4% | -12.3
Cn1ncc2c(C(=O)NCc3ccc4c(c3)OCO4)cc(-c3ccccc3F)nc21 | u | x | x | x | x | u | -8.0
Cc1cc(C)cc(NC(=O)CN2C(=O)CCc3cc(S(=O)(=O)N4CCCCC4)ccc32)c1 | x | x | x | u | 5.5% | x | -16.8
O=[S+]1([O-])NC2(CCN(Cc3ccccn3)CC2)CNc2ccccc21 | -24.8% | -4.3% | -12.5% | -2.1% | -2.3% | -16.0% | 24.4
CN(C)C(=O)c1cc(-c2ccc(Cl)nc2)nc2c1cnn2C | u | x | i | -18.3% | 13.3% | -10.9% | 1.4
CN(C)c1nc2c(c(=O)[nH]1)CCN(Cc1cc(Cl)ccc1F)CC2 | -15.6% | 1.9% | 1.7% | -2.9% | 1.6% | u | 0.0
O=C(c1cccnc1)N1CCCC1c1nc(CCOCC2CC2)no1 (stereo not given) | -8.3% | 10.4% | 4.4% | -4.0% | 8.5% | -4.2% | 32.7
COC(=O)c1ccccc1C(=O)N1CCCC(N2CCN(c3ccc(F)cc3)CC2)C1 (stereo not given) | -7.7% | -4.4% | i | u | -12.2% | -6.8% | 0.4
CN1CCC([C@@H]2CN(S(=O)(=O)c3ccc(Cl)s3)C[C@H]2C(N)=O)CC1 | -6.4% | 5.4% | 3.9% | -10.6% | -2.6%[12.5 µM] | -2.2% | -8.6
COCCN1CCC2(CCC1=O)CCN(C(=O)Nc1cc(F)c(F)c(F)c1)CC2 | -16.8% | 5.1% | i | 13.0% | 7.6% | 8.1% | 12.3
COc1ccc(OC)c(NC(=O)C2(CCO)CCN(c3ncccn3)C2)c1 (stereo not given) | -25.3% | -1.7% | i | 7.7% | 4.8% | -23.1% | 10.5
Cc1cc2c(cc1NC(=O)c1ccc(C(C)(C)C)cc1)n(C)c(=O)c(=O)n2C | x | x | x | 14.2% | 13.7% | x | -4.9
CCc1ccc(OCc2cc(=O)n3c4c(sc3n2)CCCC4)cc1 | x | x | x | -3.3% | 21.4% | x | -3.6
